Screening results deposited in PubChem by several laboratories.
TRPN1 ag: zebrafish TRPN1 channel agonists, primary screen, cell-based, HEK293, calcium fluorescence; AID 1424, 2008; activation, % at 3 µM; transient receptor potential cation channel N1 (TRPN1/NompC), Danio rerio; actives 0.18% (n = 220,000); HEK293 zebrafish TRPN1-YFP, Fluo-8 calcium fluorescence; 100% = response to 87 µM carbachol;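 active = activation above its plate's cutoff, the mean activation of test wells on that plate plus 3 SD, cut at about 19% in these data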;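 note: 0% = DMSO alone and 100% = 87 µM carbachol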
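Material: zebrafish TRPN1-YFP in HEK293 cells. Doses: one dose of 3 µM, 0.3% DMSO. Incubation: dye 1 h 37 °C plus 30 min RT. Measured by: intracellular calcium fluorescence with Fluo-8.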
TRPML3 agonist: human TRPML3 channel agonists, primary screen, cell-based, HEK293 TRPML3-YFP, Fluo-8 calcium fluorescence, 3 µM; activation, % at 3 µM; AID 1448, 2008; 100% = the carbachol control signal; actives 0.29% (n = 220,000); Mucolipin-3 (Homo sapiens), Q8TDD5;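 active = activation above its plate's cutoff, the mean activation of the plate's test wells plus 3 SD, cut at about 12% in these data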;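 note: 0% = DMSO only wells and 100% = carbachol wells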
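Material: TRPML3-YFP stable HEK293 cells | Dosing: One concentration, 3 µM nominal, 0.3% DMSO | Timing: 125 s total fluorescence read per well | Technique: Fluo-8 calcium dye fluorescence, ex 470-495, em 515-575 nm | Measure: Percent activation from peak-to-basal fluorescence ratio, scaled between DMSO and carbachol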
KCC2 mod: KCC2 cotransporter modulators, thallium flux, primary screen, cell-based, HEK293 KCC2, FluoZin-2 fluorescence, MLSMR | Solute carrier family 12 member 5 (Homo sapiens), Q9H2X9 | KCC2 cells, thallium flux FluoZin-2 fluorescence | B-score of Tl+ flux slope (higher = more flux/activation; lower = inhibition) at 10 µM | actives 2.2% (n = 190,000) | AID 1456, 2008;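 active = thallium flux slope and its plate-corrected score both differing from the plate sample mean at a set confidence after two filtering rounds, in either direction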;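 note: slope of fluorescence scaled to starting intensity during 10 to 20 s after thallium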
Target sequence (Q9H2X9 whole entry, looked up): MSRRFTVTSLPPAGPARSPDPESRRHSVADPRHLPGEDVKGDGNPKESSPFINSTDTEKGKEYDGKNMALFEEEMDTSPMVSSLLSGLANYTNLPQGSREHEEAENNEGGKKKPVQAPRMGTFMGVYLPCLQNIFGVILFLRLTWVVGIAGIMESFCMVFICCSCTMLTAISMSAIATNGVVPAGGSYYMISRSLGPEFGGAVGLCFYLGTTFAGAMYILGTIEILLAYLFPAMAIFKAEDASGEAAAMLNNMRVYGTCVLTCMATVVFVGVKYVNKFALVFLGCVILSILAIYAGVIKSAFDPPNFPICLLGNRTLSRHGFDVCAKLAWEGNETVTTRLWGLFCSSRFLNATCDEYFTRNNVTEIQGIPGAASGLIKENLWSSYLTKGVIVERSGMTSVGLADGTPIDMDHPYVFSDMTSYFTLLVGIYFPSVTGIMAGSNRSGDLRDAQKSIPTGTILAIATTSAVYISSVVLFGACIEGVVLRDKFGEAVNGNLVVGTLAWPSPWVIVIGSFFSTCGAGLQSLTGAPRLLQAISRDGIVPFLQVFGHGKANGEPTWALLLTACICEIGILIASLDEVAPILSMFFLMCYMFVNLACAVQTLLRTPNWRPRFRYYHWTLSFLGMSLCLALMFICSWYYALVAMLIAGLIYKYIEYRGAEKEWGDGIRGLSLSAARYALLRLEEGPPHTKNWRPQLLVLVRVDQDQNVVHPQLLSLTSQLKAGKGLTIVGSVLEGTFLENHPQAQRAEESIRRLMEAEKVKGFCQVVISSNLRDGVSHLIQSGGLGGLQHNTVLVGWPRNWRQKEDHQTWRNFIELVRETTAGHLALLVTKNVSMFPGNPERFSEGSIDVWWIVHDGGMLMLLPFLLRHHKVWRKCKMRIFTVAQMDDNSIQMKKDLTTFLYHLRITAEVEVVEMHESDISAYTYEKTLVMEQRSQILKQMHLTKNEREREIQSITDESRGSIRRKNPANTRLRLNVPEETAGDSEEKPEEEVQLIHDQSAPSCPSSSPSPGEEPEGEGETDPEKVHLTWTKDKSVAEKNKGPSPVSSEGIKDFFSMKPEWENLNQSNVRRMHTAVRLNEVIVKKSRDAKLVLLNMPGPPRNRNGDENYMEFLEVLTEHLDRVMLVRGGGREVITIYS
TbHK1 inh: Trypanosoma brucei hexokinase 1 inhibitors, primary screen, biochemical, G6PDH-coupled NADH absorbance, MLSCN library; recombinant TbHK1, G6PDH-coupled NADH A340; inhibition, % at 10 µM; actives 0.11% (n = 220,000); AID 1430, 2008;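 active = inhibition of 50% or more in the single-dose primary screen; inactive = inhibition below 50%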
m-calpain inh: inhibitors of pig calpain II, primary screen, biochemical, fluorogenic peptide substrate, 1536-well; inhibition, % at 16 µM; purified calpain II, 30 min; actives 0.37% (n = 220,000);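 active = inhibition above about 50%, limit read from the data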
Thrombin inh: human alpha-thrombin inhibitors, primary screen, counter-screen for coagulation protease inhibitor project, biochemical, 1536-well, fluorogenic AMC substrate. Prothrombin (Homo sapiens), P00734. Boc-VPR-AMC fluorogenic substrate cleavage. inhibition, % at 5 µM. actives 0.26% (n = 220,000);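 active = inhibition at or above 40%; inactive = inhibition below 40%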;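 note: 0% = enzyme with no compound and 100% = wells without enzyme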
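signal = AMC fluorescence, 355/460 nm | material = human alpha-thrombin enzyme | control set = enzyme without compound as high, wells lacking enzyme as low | times = reaction at room temperature | read-out basis = percent inhibition scaled between no-compound controls and no-enzyme blanks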
PPC-1+TRAIL kill: compounds killing PPC-1 cancer cells with TRAIL present, primary screen, TRAIL potentiator project, ATPLite luminescence, uHTS. cell killing (% activity), % at 4 µM. PPC-1 cells + TRAIL, ATPLite viability luminescence. actives 0.41% (n = 220,000). AID 1443, 2008;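 active = cell killing above 50% in the first pass at 4 µM, then a duplicate retest at 5 µM averaging 50% or more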;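 note: plate controls were cells with TRAIL plus DMSO for no effect and medium-only wells lacking cells for full effect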
EBV gp42 block: Epstein-Barr virus gp42 inhibitors, primary screen, biochemical, uHTS, fluorescence polarization; actives 0.42% (n = 220,000); Glycoprotein 42 (Epstein-Barr virus (strain AG876)), Q1HVG2; Fluorescence polarization binding assay, mP read-out; inhibition, % (tested at 21.74 µM); in the data active = inhibition above about 50%
Furin inh: human furin inhibitors, primary screen, biochemical, fluorescence intensity; P09958; purified furin, fluorogenic substrate cleavage; inhibition, % at 30 µM; actives 0.061% (n = 220,000); AID 463115, 2010; in the data active = inhibition above about 25%; note: inactives centre near -15
Starred values were filed as active, the others as inactive; nt = not tested or not shown; [ ] = remark or other dose.

Every second line gives: TRPN1 ag	TRPML3 agonist	KCC2 mod	TbHK1 inh	m-calpain inh	Thrombin inh	PPC-1+TRAIL kill	EBV gp42 block	Furin inh
1. CCn1c(COc2ccccc2C)nnc1SCC(=O)OC
 : 0.6	0.1	-0.15	4	-35	-9	13	-7	-22
2. Cn1nc(C(C)(C)C)cc1C(=O)Nc1nc2c(s1)C(=O)CC(C)(C)C2
 : 1.1	-0.1	0.33	-20	-1	2	-13	-7	-17
3. O=S(=O)(c1ccc(N2CCN(c3ccc(F)cc3)CC2)cc1)N1CCCC1
 : 1.4	0.9	1.9	0	6	-4	4	-10	-27
4. Cc1ccc(/C=N/NC(=O)c2cc(-c3cccnc3)nc3ccccc23)cc1
 : 0.5	0.2	-0.023	-9	-32	nt	-24	-1	-30
5. C/C(CCN1CCc2nc(-c3ccccc3)c(-c3ccccc3)cc2C1)=N\O[C@@H](C)c1cc(-c2c(C)cc(C)cc2C)no1
 : -0.8	0.7	0.77	0	23	2	-3	-20	-1
6. CCCNC(=O)NS(=O)(=O)c1ccc(Cl)cc1
 : 0.6	0.5	-0.4	2	6	-8	24	2	-26
7. Cc1c2ccccc2nc2c(F)c(NC(C)C)c(F)c(F)c12
 : 0.6	1.1	1.3	2	-66	-3	18	168*	2
8. O=c1c(Cc2ccc(Cl)cc2Cl)c(O)ccn1Cc1ccc(Cl)cc1
 : 2.9	0.1	-0.71	-4	-27	-1	7	-8	-12[20 µM]
9. COc1cc(C(=O)Nc2nc(C)c(Cc3ccc4c(c3)OCO4)s2)cc(OC)c1OC
 : 2.8	0.7	-1.3	-8	-109	0	31	-20	-22
10. Cc1cccc(Cn2cccc2/C=C2/C(=N)N3C=CSC3=NC2=O)c1
 : -0.2	0.1	3.7	2	-69	1	0	-11	-3
11. Cc1ccc(NC2=NCC(=O)N2Cc2ccccc2)c(C)c1
 : -2.1	-1.6	-2	3	12	-2	-3	7	-17[20 µM]
12. O=[N+]([O-])c1ccccc1S(=O)(=O)NCc1cccnc1
 : 0.1	0.7	0.53	-5	-27	-14	12	-20	-28
13. CSCCC(N=CC1=C(O)CC(C)(C)CC1=O)C(=O)O (centres undefined)
 : 0.9	-0.2	0.088	1	12	-7	34	-13	-17[20 µM]
14. COC(=O)c1c(NC(=O)CSc2n[nH]c(N)n2)sc(C)c1C
 : 0.9	0.5	-0.16	2	25	3	-3	-11	-15
15. CCCN1C(=O)c2[nH]nc(-c3cc(Cl)c(C)cc3O)c2C1c1ccc(O)c(OC)c1 (centres undefined)
 : 1.5	0.3	-0.39	-11	-23	1	-23	-7	-13
16. COc1cc(/C=N/Nc2ccc(C(F)(F)F)cn2)ccc1O
 : -1.4	0.0	-0.53	-30	-10	-7	5	-11	-19
17. Cc1cc(C(=O)OCC(=O)N2CCOCC2)ccc1[N+](=O)[O-]
 : -1.5	0.6	0.032	-4	-3	-6	-12	-8	-18
18. CCCCC(=O)Nc1ccc(C(=O)Nc2ccc3c(c2)OCO3)cc1
 : 0.2	-0.1	-0.93	1	-29	0	42	-12	-19[20 µM]
19. CC1=CCC(Cc2nc3ccccc3o2)C1(C)C (centres undefined)
 : -1.1	0.1	nt	0	18	-4	-2	2	-27[20 µM]
20. O=C(COc1ccc(F)cc1)N1CCc2ccccc2C1
 : -0.2	-0.1	-0.29	6	6	3	5	-1	-6

Three compounds drawn at random from the list so far, as already listed:
Every second line gives: TRPN1 ag	TRPML3 agonist	KCC2 mod	TbHK1 inh	m-calpain inh	Thrombin inh	PPC-1+TRAIL kill	EBV gp42 block	Furin inh
10. Cc1cccc(Cn2cccc2/C=C2/C(=N)N3C=CSC3=NC2=O)c1
 : -0.2	0.1	3.7	2	-69	1	0	-11	-3
18. CCCCC(=O)Nc1ccc(C(=O)Nc2ccc3c(c2)OCO3)cc1
 : 0.2	-0.1	-0.93	1	-29	0	42	-12	-19[20 µM]
8. O=c1c(Cc2ccc(Cl)cc2Cl)c(O)ccn1Cc1ccc(Cl)cc1
 : 2.9	0.1	-0.71	-4	-27	-1	7	-8	-12[20 µM]

New compounds follow:
Every second line gives: TRPN1 ag	TRPML3 agonist	KCC2 mod	TbHK1 inh	m-calpain inh	Thrombin inh	PPC-1+TRAIL kill	EBV gp42 block	Furin inh
21. COC(=O)/C=C(\C)NC(=O)c1ccc(F)cc1
 : 0.5	0.8	-1	3	14	-1	16	3	-11[20 µM]
22. c1ccc(-c2ccc(CN3CCN(c4ncccn4)CC3)cc2)cc1
 : 1.1	0.5	-0.21	-3	9	6	17	-3	-11
23. COc1ccc(OCc2nnc(NC(=O)Nc3ccc(F)cc3)s2)cc1
 : 0.3	0.3	0.29	2	-10	0	15	-52	-7
24. CCOc1ccc(-c2nc(N)ncc2-c2ccc(OC)cc2)c(O)c1
 : -1.7	-1.1	-0.033	-10	-1	1	22	5	-6
25. Cc1ccc(C2CC(C(F)(F)F)n3nc(C(=O)NCCN4CCOCC4)cc3N2)cc1 (centres undefined)
 : 0.1	0.9	0.84	-2	-3	-8	-6	-11	-21
26. CCC1Oc2ccccc2N(CC(=O)NCCCN2CCCCC2C)C1=O (centres undefined)
 : 1.0	-0.6	nt	-3	13	-10	18	-31	-31
27. CCN(CC)S(=O)(=O)c1ccc(N2CCOCC2)c(NC(=O)c2cc([N+](=O)[O-])ccc2Cl)c1
 : 0.6	0.2	0.15	2	8	5	27	-8	-26
28. O=C(Nc1ccccc1)N1CCC(c2nc(-c3ccc(S(=O)(=O)N4CCOCC4)cc3)no2)CC1
 : 2.0	1.0	nt	-3	-6	-5	-14	-6	-14
29. Cc1cc(C)c(NC(=O)Cn2nc(-c3ccccc3)nc2-c2ccccc2)c(C)c1
 : 1.3	0.3	0.28	8	-9	-2	-2	-4	-24
30. CCCN(CCC)CC(O)COc1ccccc1C(=O)Nc1ccccc1 (centres undefined)
 : -1.4	0.4	-0.41	-4	-14	-6	-2	-13	-23
31. CN1c2ccccc2C(O)=C(C(=O)Nc2ccccc2)S1(=O)=O
 : 0.9	1.2	nt	-9	6	2	11	-19	-8[20 µM]
32. CCOCCCn1c(=S)[nH]c2cc(C(=O)N3CCOCC3)ccc2c1=O
 : 2.4	0.9	-0.58	-1	5	2	25	-14	-24
33. Cc1onc(-c2c(F)cccc2Cl)c1C(=O)NC(=S)NCc1cccnc1
 : -0.7	-1.3	-1.3	4	-7	1	-5	-4	-25
34. CC(c1ccccc1)C1OCC(C[N+]2(C)CCCCC2)O1 (centres undefined)
 : -2.0	0.1	0.43	3	9	-6	23	-33	-28
35. O=C(CN1CCN(CC(=O)Nc2ccc3c(c2)OCO3)CC1)Nc1ccc(F)cc1
 : -1.2	0.1	0.52	-3	8	-5	29	-16	-14[20 µM]
36. O=C(NCc1ccccn1)C(=O)Nc1cccc2ccccc12
 : -1.8	-1.1	0	-3	7	-5	-10	2	-11
37. O=C(OCC#CCSc1nnc(-c2cccc3ccccc23)o1)c1ccco1
 : 0.7	1.0	nt	3	14	-5	13	-15	-10[20 µM]
38. CCCn1nc2cc(C(=O)NCc3ccc(C)cc3)ccc2c1OC
 : -0.7	-1.4	0.56	3	-447	0	-4	-7	-20[20 µM]
39. CCc1cc2ccccc2nc1SCC(=O)N1CCN(C(=O)c2ccco2)CC1
 : 0.2	0.1	-2.7	-10	-12	0	-15	-5	-8
40. CCOc1ncccc1C(=O)OCC(=O)c1ccc(Cl)s1
 : -1.5	-1.2	0.59	-2	-2	-9	32	1	-16[20 µM]
41. Cc1cc(=O)n2ncnc2n1COCCO
 : -0.5	-1.2	0.96	1	6	-1	43	-4	-20
42. S=C(NCc1ccco1)NCC(c1ccco1)N1CCCCC1 (centres undefined)
 : 1.4	0.0	-0.2	-6	9	-1	43	-6	-36
43. C=CCN(c1ccc(C(N)=O)cc1)S(C)(=O)=O
 : -0.4	-0.2	-0.47	-2	-20	1	16	-10	-11[20 µM]
44. O=C(CCN1C(=O)COc2ccccc21)N1CCN(c2ccccn2)CC1
 : 0.7	-0.6	nt	1	-64	-1	2	-6	-14[20 µM]
45. CC(=O)c1c(C)nc(Nc2nc3ccccc3s2)nc1C
 : 0.5	0.8	1.2	-12	-7	2	19	-15	-17
46. Cc1csc(NC(=O)Cc2nn(C)c(=O)c3ccccc23)n1
 : 7.0	3.4	nt	-4	15	4	17	-3	-16[20 µM]
47. COc1ccc(CCC(=O)Nc2ccc(-c3noc(-c4ccc(OC)c(OC)c4)n3)cc2)cc1
 : -0.3	-0.5	0.9	0	19	-6	15	-15	-17[20 µM]
48. CCN(CC(=O)Nc1ccc(N2CCOCC2)cc1)Cc1nc2ccccc2c(=O)[nH]1
 : -0.8	0.6	0.21	-1	-2	5	8	-12	-6[20 µM]
49. CC(C)(C)C(=O)c1sc(Nc2ccccc2)nc1N
 : 0.4	-1.2	-0.26	-25	27	1	10	-7	-7[20 µM]
50. O=C(c1ccco1)N1CCN(c2ccc(Cl)c(Cl)c2)CC1
 : 1.4	0.4	-0.5	-1	nt	nt	nt	nt	-10[20 µM]
51. COc1cccc2c1c(NC(=O)Nc1ccc(F)cc1F)nn2C
 : 1.0	-0.2	-0.67	0	1	-3	26	6	-13
52. Cc1cc(=O)[nH]c(NN=C2C3CC4CC(C3)CC2C4)n1
 : -0.5	1.0	-1.2	-5	2	3	24	0	-1
53. CCN(CC)S(=O)(=O)c1ccc(C(=O)OCCN2C(=O)CCC2=O)cc1
 : 1.6	1.0	nt	-2	13	10	-6	-3	-23
54. Nc1nonc1-c1nc2ccccc2n1CC(=O)O
 : 0.1	0.1	-0.0018	-16	-66	-4	9	-1	-29[20 µM]
55. CCOC(=O)c1cc(S(=O)(=O)NC2CCN(C(=O)OCC)CC2)cn1C
 : 0.9	0.5	-0.018	-10	-46	-18	4	3	-18
56. Cc1cc[n+](CC(=O)c2cccs2)cc1
 : 1.0	0.6	nt	-1	8	4	-2	-13	-11[20 µM]
57. Cc1cc(C)c(S(=O)(=O)NCC(=O)NCc2ccccn2)c(C)c1
 : -0.2	0.0	-0.63	5	25	-1	4	0	-9
58. Cc1c(Nc2nc3ccccc3nc2NS(=O)(=O)c2cccs2)c(=O)n(-c2ccccc2)n1C
 : -0.1	0.7	0.65	-32	-7	1	27	-8	-3[20 µM]
59. Oc1ccc(/C=N/Nc2cc(N3CCOCC3)nc(N3CCOCC3)n2)cc1
 : 0.3	-0.4	-0.6	-55	nt	nt	nt	nt	-13[20 µM]
60. COc1ccc(Cl)cc1C(=O)NCCc1ccc(S(=O)(=O)NC(=O)NC2CCCCC2)cc1
 : -1.0	-1.0	-2.6	-3	-1	nt	11	0	-6
61. C[n+]1c(/C=C/c2ccc3c(c2)OCO3)ccc2ccccc21
 : 1.3	0.9	-0.035	-4	14	0	nt	-20	-31
62. CCc1nc2cc(CC(=O)O)ccc2o1
 : 1.1	0.3	nt	-5	-18	-1	-11	9	-5[20 µM]
63. O=C(Nc1ccccc1)N1CCSc2ccccc21
 : -0.2	0.0	0.51	-1	7	0	8	-14	-13
